MBNL1-CUG inh: qHTS Assay for Inhibitors of MBNL1-poly(CUG) RNA binding. TR-FRET MBNL1-His/biotin-(CUG)12 binding, 665/545 ratio. Potency, µM (titrated, usually from 57.5 µM), for the others: at the top dose activity change, negative = inhibition, most hits filed as inhibitors. 280,000 compounds, 0.036% hits; active = well fitted inhibition curve with a large enough effect in the signal ratio, with a control signal flat, not every such curve was filed as active; inconclusive = small, poorly fitted or top-dose-only effect, or effect the other way, or a change in a side signal; inactive = no such curve, though single readings can be large or run the other way; the % refers to the signal ratio; note: potency is the fitted concentration of half-maximal effect; % is set by controls: 0 for no effect and ±100 for the full control effect
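His-tagged MBNL1 binding to biotinylated (CUG)12 RNA was measured by TR-FRET using terbium anti-His antibody (0.055 ng/ul final) and streptavidin-XL665 (5 nM final). Compounds were titrated 92 nM to 58 uM; 60 min at room temperature.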
hERG WT inh: qHTS for Inhibitors of KCHN2 3.1: Wildtype qHTS | activity change, % at 1.84 µM | U2OS, BacMam KCNH2, thallium flux FluxOr; stronger effect = lower value | Voltage-gated inwardly rectifying potassium channel KCNH2 (Homo sapiens), Q12809 | 340,000 compounds, 0.37% hits;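 active = maximum activity change below -70%; inconclusive = maximum activity change between -70% and -50%; inactive = maximum activity change above -50%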; note: % is set by controls: 0 for no effect and ±100 for the full control effect
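U2OS cells were transduced with wild-type KCNH2 virus (2.03 x 10^8 / mL) for 4 h at room temperature, then cultured overnight at 37 C. Thallium flux was read with FluxOr dye. Rate constants were normalized to DMSO controls.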
ASM inhibitor: Inhibitors of Secretory Acid Sphingomyelinase (S-ASM): qHTS; Sphingomyelin phosphodiesterase (Homo sapiens), P17405; placental ASM, HMU-PC fluorogenic substrate, 60 min; Potency, µM (top dose mostly 57.5 µM), without a hit: top-dose activity change, negative = inhibition, hits mostly inhibitors; 340,000 compounds, 0.006% hits; AID 504937, 2011; note: potency is the fitted concentration of half-maximal effect
Target sequence (P17405 47-631 limits assumed): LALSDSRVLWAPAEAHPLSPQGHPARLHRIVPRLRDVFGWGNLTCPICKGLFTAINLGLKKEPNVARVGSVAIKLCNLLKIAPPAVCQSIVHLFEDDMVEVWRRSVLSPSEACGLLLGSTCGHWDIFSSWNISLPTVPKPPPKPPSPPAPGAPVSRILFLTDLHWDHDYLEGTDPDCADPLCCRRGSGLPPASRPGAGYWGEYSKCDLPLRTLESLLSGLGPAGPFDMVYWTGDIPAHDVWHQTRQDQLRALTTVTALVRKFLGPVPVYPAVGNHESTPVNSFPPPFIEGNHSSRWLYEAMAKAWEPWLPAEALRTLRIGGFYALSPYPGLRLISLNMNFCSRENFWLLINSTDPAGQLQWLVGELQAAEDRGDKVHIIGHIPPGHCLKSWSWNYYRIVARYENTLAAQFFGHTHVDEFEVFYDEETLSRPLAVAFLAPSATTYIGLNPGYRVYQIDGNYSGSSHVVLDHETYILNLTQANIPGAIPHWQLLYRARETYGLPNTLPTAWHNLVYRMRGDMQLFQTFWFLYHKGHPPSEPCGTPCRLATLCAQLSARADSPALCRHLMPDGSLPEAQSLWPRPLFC
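Steps: dispense placental human ASM, pin compound, wait 10 min at room temperature, add HMU-PC0 substrate at 9 uM final, incubate 60 min at 37 °C, add stop solution raising pH to 10, read fluorescence.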
GALK inh: qHTS Assay for Inhibitors of Human Galactokinase (GALK) | Purified GALK, Kinase-Glo residual ATP luminescence | 270,000 compounds, 0.007% hits | Potency, µM (titrated, usually from 57.5 µM), for the others: at the highest dose activity change, negative = inhibition, hits mostly inhibitors; note: potency is the fitted concentration of half-maximal effect; % is set by controls: 0 for no effect and ±100 for the full control effect
Target sequence (P51570 whole entry, looked up): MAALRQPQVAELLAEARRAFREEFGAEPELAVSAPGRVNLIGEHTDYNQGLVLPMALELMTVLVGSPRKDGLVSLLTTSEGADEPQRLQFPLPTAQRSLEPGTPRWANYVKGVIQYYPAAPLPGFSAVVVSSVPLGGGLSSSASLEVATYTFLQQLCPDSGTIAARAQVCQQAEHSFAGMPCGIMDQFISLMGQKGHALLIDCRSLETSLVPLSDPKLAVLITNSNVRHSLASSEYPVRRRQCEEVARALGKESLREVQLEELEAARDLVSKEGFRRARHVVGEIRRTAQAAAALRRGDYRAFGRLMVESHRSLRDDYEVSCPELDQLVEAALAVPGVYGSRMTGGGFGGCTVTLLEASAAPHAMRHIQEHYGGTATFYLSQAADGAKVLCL
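Galactose (100 uM) and ATP (35 uM) were turned over by 5 nM GALK for 1 h at RT. Kinase-Glo Plus then converted the remaining ATP into a luminescent signal.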
Integrin act MD: qHTS for Activators of Integrin-Mediated Alleviation for Muscular Dystrophy; Potency, µM (highest dose often 38.3 µM), for the others: at the highest dose activation, usual class: activators; 350,000 compounds, 0.064% hits; AID 624291, 2012; alpha7betagal myoblasts, beta-gal FDG fluorescence, 48 h;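 note: potency is the fitted concentration of half-maximal effect; 100% = response of the positive control SU9516; nearly all actives have a fitted effect of over 60% in size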
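Alpha7betagal+/- myoblasts (passage 13) were plated 16-24 hr, then exposed to compounds (1:260 dilution of DMSO stock) for 48 hours at 37C. After MPER lysis, β-galactosidase reporter activity was read as FDG fluorescence (ex 480/em 540) after 30 minutes.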
TRPV1 agonist: HTS Assay for Compounds that Act as Agonists of the Vanilloid Receptor 1 | TRPV1-expressing cells, Fluo-8 calcium influx, agonist mode | Transient receptor potential cation channel subfamily V member 1 (Homo sapiens), Q8NER1 | activation, % at 8.33 µM | 320,000 compounds, 0.19% hits; in the data active = activation above about 80%; inconclusive = between about 30% and that limit; note: 0% is about no effect
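Fluo-8 calcium influx in TRPV1-expressing cells, kinetic read (ex 480/em 520 nm). Compound added and read 3 min for agonist activity, followed by capsaicin at EC20 final and 2 min further read for enhancement.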
MLL CXXC-DNA inh: qHTS Fluorescence Polarization Assay for Inhibitors of MLL CXXC domain - DNA interaction; Histone-lysine N-methyltransferase 2A (Homo sapiens), Q03164; Potency, µM (titrated, usually from 115 µM), for the others: at the top dose activity change, negative = inhibition, actives largely listed as inhibitors; MLL-CXXC / FITC-HOXA9 DNA fluorescence polarization; 290,000 compounds, 0.037% hits; active = well fitted inhibition curve with a large enough effect in the polarisation, with a control signal flat, not every such curve was filed as active; inconclusive = small, poorly fitted or top-dose-only effect, or effect the other way, or a change in a side signal; inactive = no such curve, though single readings can be large or run the other way; the % refers to the polarisation; note: potency is the fitted concentration of half-maximal effect
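Purified MLL-CXXC (added from a 7 uM solution) was preincubated 5 min at ambient with pinned compounds in 50 mM Tris-HCl pH 7.5, 50 mM NaCl, 1 mM DTT, 0.05% BSA. Fluorescein-labeled HOX-A9 DNA (50 nM solution) followed, 30 min, then polarization read.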
KCNH2 3.1 block: qHTS for Inhibitors of KCHN2 3.1: Mutant qHTS | U2OS KCNH2 3.1, thallium flux FluxOr; stronger effect = lower value | activity change, % (tested at about 1.8 µM) | 340,000 compounds, 0.95% hits;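 active = maximum activity change below -70%; inconclusive = maximum activity change from -70% to -50%; inactive = maximum activity change above -50%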;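 note: thallium influx rate constant from kinetic fluorescence after stimulation buffer; % is set by controls: 0 for no effect and ±100 for the full control effect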
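Steps: virus added to U2OS suspension (4 h, RT, dark); medium with 10% FBS added, cells plated, 37 C overnight; FluxOr/Red40 loading buffer 45 min RT; stimulation buffer, 2 min kinetic read; rate constant normalized.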
A-T KAP1 phos: qHTS Assay for Identifying a Potential Treatment of Ataxia-Telangiectasia; […] A-T fibroblasts, KAP-1 phosphorylation AlphaLISA; neocarzinostatin DNA damage 30 min before lysis; Potency, µM (highest dose often 57.5 µM), inactives show at the top dose activation, actives largely listed as activators; 320,000 compounds, 0.19% hits; AID 485349, 2010; note: potency is the fitted concentration of half-maximal effect; % of control where 0% means no effect; nearly all actives have a fitted effect of over 45% in size
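hTERT-immortalized A-T patient fibroblasts ([…]), 500 cells/well in OPTI-MEM, 1% FBS, got compounds for 60 min, then NCS for 30 min at 37C. Lysates were then assayed for phospho-KAP-1 by AlphaLISA (anti-pKAP1 donor, anti-KAP1 acceptor beads), 6 hr at 25C.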
FBPA coupling cs: qHTS Assay for Inhibitors of Fructose-1,6-bisphosphate Aldolase from Giardia Lamblia: Coupling assay counterscreen. coupling enzyme system counterscreen, AmpLite Red fluorescence. activity change, negative = inhibition, % at 58.2 µM, hits read low. 290,000 compounds, 0.67% hits. AID 2472, 2010; in the data active = activity change below about -30%; note: % is set by controls: 0 for no effect and ±100 for the full control effect
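Counterscreen of the coupled detection system alone, without aldolase: glyceraldehyde-3-phosphate coupling enzymes plus AmpLite Red readout. Compounds at 57.5 uM final, 10 min RT preincubation, 20 min RT reaction, fluorescence 525/598 nm.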
Numbers without * were called inactive; [ ] = remark or other dose. Unless noted, calls come from the whole dose curve; as a rule, active = well fitted curve in the direction sought with a large enough effect; inconclusive = small, poorly fitted or top-dose-only effect, or another doubt; inactive = no such curve, though single readings can be large; an effect the other way counts as inactive or inconclusive.

For COc1cc2[nH]c(=O)n(C3CCCCC3)c(=O)c2cc1OC the results were MBNL1-CUG inh 1%, hERG WT inh -13, ASM inhibitor 1%, GALK inh -1%, Integrin act MD 6%, TRPV1 agonist -2, MLL CXXC-DNA inh 18%, KCNH2 3.1 block -1, A-T KAP1 phos 2% and FBPA coupling cs -1.
CC(=O)CN1C(=O)NC(c2ccccc2)(c2ccccc2)C1=O was read as MBNL1-CUG inh -3%, hERG WT inh 11, ASM inhibitor -9%, GALK inh 6%, Integrin act MD -1%, TRPV1 agonist 1, MLL CXXC-DNA inh -14%, KCNH2 3.1 block 4, A-T KAP1 phos 1% and FBPA coupling cs -1.
For Cc1ccc(S(=O)(=O)N(C)C)cc1NC(=O)COC(=O)C1CCCC1 the results were hERG WT inh 0, ASM inhibitor -1%, Integrin act MD 6%, TRPV1 agonist 1, KCNH2 3.1 block 12 and A-T KAP1 phos 9%.
`O=C(NCCCn1ccnc1)/C(=C/c1ccco1)NC(=O)c1ccco1` gave MBNL1-CUG inh -1%, hERG WT inh 15, ASM inhibitor 6%, GALK inh 1%, Integrin act MD inconclusive, TRPV1 agonist 0, MLL CXXC-DNA inh 0%, KCNH2 3.1 block -19, A-T KAP1 phos 23% and FBPA coupling cs 0.
O=C(CSc1nc2ccc(Cl)cc2[nH]1)Nc1ccc2[nH]c(=O)[nH]c2c1 was read as hERG WT inh -3, ASM inhibitor -3%, Integrin act MD 4%, TRPV1 agonist 0, KCNH2 3.1 block 19 and A-T KAP1 phos -3%.
`O=C(O)c1cccc(NC(=O)c2cccc(NC(=O)C3CCCO3)c2)c1` (configuration not stated) gave MBNL1-CUG inh -7%, hERG WT inh 14, ASM inhibitor 3%, GALK inh 6%, Integrin act MD 1%, TRPV1 agonist 22, MLL CXXC-DNA inh 2%, KCNH2 3.1 block 1, A-T KAP1 phos 1% and FBPA coupling cs 1.
For O=C(NC1c2ccccc2-c2ccccc21)N1CCOCC1 the results were MBNL1-CUG inh -9%, hERG WT inh -2, ASM inhibitor 4%, GALK inh 0%, Integrin act MD -51%[inhibitor], TRPV1 agonist 11, MLL CXXC-DNA inh -2%, KCNH2 3.1 block 6, A-T KAP1 phos -3% and FBPA coupling cs 0.
Screening CCCc1cc(=O)[nH]c(SCC(=O)Nc2nonc2N)n1 returned MBNL1-CUG inh -1%, hERG WT inh -5, ASM inhibitor 6%, GALK inh 0%, Integrin act MD 0%, TRPV1 agonist -1, MLL CXXC-DNA inh 6%, KCNH2 3.1 block -11, A-T KAP1 phos 0% and FBPA coupling cs -6.
Screening CCN(CC)CCCNc1ccc(-c2nnc(-c3ccc(OCC(C)C)cc3)o2)cn1 returned MBNL1-CUG inh 5%, hERG WT inh -21, ASM inhibitor -14%, GALK inh -1%, Integrin act MD -59%[inhibitor], TRPV1 agonist -5, MLL CXXC-DNA inh -7%, KCNH2 3.1 block -4, A-T KAP1 phos 13% and FBPA coupling cs 0.
Screening O=C(C(=O)N1CCN(c2ccc(F)cc2)CC1)c1cn(CC(=O)N2CCOCC2)c2ccccc12 returned MBNL1-CUG inh 3%, hERG WT inh 0, ASM inhibitor -1%, GALK inh -6%, Integrin act MD 19%, TRPV1 agonist 0, MLL CXXC-DNA inh 4%, KCNH2 3.1 block -11 and A-T KAP1 phos 10%.
Screening CC(C)(C)c1ccc(N2C(=N)SCC2=O)cc1 returned MBNL1-CUG inh 0%, hERG WT inh -3, ASM inhibitor 6%, GALK inh 0%, Integrin act MD -20%, TRPV1 agonist inconclusive, MLL CXXC-DNA inh -14%, KCNH2 3.1 block 4, A-T KAP1 phos 46% and FBPA coupling cs 1.
Screening CCOC(=O)NC(=O)/C(C#N)=N\Nc1cccc(OC)c1 returned MBNL1-CUG inh 22%, hERG WT inh -2, ASM inhibitor -5%, GALK inh 15%, Integrin act MD -6%, TRPV1 agonist 2, MLL CXXC-DNA inh 17%, KCNH2 3.1 block 17, A-T KAP1 phos 7% and FBPA coupling cs 3.
`Cc1c(C(=O)Nc2c3c(nn2C(C)(C)C)CS(=O)(=O)C3)cccc1[N+](=O)[O-]` gave MBNL1-CUG inh 10%, hERG WT inh 4, ASM inhibitor 3%, GALK inh 0%, Integrin act MD -13%, TRPV1 agonist 2, MLL CXXC-DNA inh 15%, KCNH2 3.1 block 15, A-T KAP1 phos 4% and FBPA coupling cs -1.
CCOc1ncccc1C(=O)Nc1ccc(-c2cn3ccsc3n2)cc1 was read as MBNL1-CUG inh 6%, hERG WT inh -1, ASM inhibitor 9%, GALK inh 6%, Integrin act MD 4%, TRPV1 agonist 0, MLL CXXC-DNA inh -2%, KCNH2 3.1 block 0, A-T KAP1 phos 10% and FBPA coupling cs 1.
`COC(=O)c1cc(COC(=O)COc2ccc(C)c(C)c2)oc1C` gave MBNL1-CUG inh -5%, hERG WT inh -4, ASM inhibitor -1%, GALK inh 12%, Integrin act MD -31%, TRPV1 agonist 7, MLL CXXC-DNA inh 24%, KCNH2 3.1 block -17, A-T KAP1 phos 5% and FBPA coupling cs -2.
Screening CC1CCN(c2nc3c(N)ncnc3n2[C@@H]2O[C@H](CO)[C@@H](O)[C@H]2O)CC1 returned MBNL1-CUG inh -8%, ASM inhibitor 2%, GALK inh 0%, Integrin act MD inconclusive, TRPV1 agonist -1, MLL CXXC-DNA inh 34%, KCNH2 3.1 block 5, A-T KAP1 phos 2% and FBPA coupling cs 2.
For CCS(=O)c1ccccc1C(=O)OC(C)C(=O)Nc1ccc(S(=O)(=O)N2CCCC2)cc1 (configuration not stated) the results were hERG WT inh -2, ASM inhibitor 1%, Integrin act MD -13%, TRPV1 agonist 4, KCNH2 3.1 block 4 and A-T KAP1 phos 2%.
CCN(CC)c1ccc(/C=C/c2ccc3ccc(OC)cc3[n+]2CC)cc1 was read as MBNL1-CUG inh inconclusive, hERG WT inh 9, ASM inhibitor -13%, GALK inh -7%, Integrin act MD -75%[inhibitor], TRPV1 agonist 2, MLL CXXC-DNA inh inconclusive, KCNH2 3.1 block -6, A-T KAP1 phos -9% and FBPA coupling cs 4.
`C=CCN1C(=O)/C(=N/n2cnnc2)c2ccccc21` gave MBNL1-CUG inh 8%, hERG WT inh 1, ASM inhibitor -1%, GALK inh 0%, Integrin act MD -17%, TRPV1 agonist -2, MLL CXXC-DNA inh -7%, KCNH2 3.1 block -2, A-T KAP1 phos 3% and FBPA coupling cs -1.
`CCOC(=O)c1oc2nc(CC(C)C)c3c(c2c1N)CCCC3` gave hERG WT inh -1, ASM inhibitor 448%[activator], GALK inh -2%, Integrin act MD -46%[inhibitor], TRPV1 agonist inconclusive, MLL CXXC-DNA inh 1%, KCNH2 3.1 block 19, A-T KAP1 phos 17% and FBPA coupling cs 0.
`CCOC(=O)c1sc(-c2ccccc2)cc1NC(=O)c1ccc(S(=O)(=O)N(CCOC)CCOC)cc1` gave MBNL1-CUG inh inconclusive, hERG WT inh 2, ASM inhibitor 1%, GALK inh -1%, Integrin act MD -3%, TRPV1 agonist -6, MLL CXXC-DNA inh -7%, KCNH2 3.1 block 14, A-T KAP1 phos 1% and FBPA coupling cs -2.
For Cc1c(NC(=O)C(C)NCC2CCCO2)c(=O)n(-c2ccccc2)n1C (configuration not stated) the results were MBNL1-CUG inh -2%, hERG WT inh -5, ASM inhibitor 4%, GALK inh -1%, Integrin act MD -13%, TRPV1 agonist 5, MLL CXXC-DNA inh 6%, KCNH2 3.1 block -12, A-T KAP1 phos 1% and FBPA coupling cs 4.
`CC(C)[C@H](NC(=O)c1ccco1)C(=O)NC12CC3CC(CC(C3)C1)C2` gave MBNL1-CUG inh -1%, hERG WT inh 10, ASM inhibitor -2%, GALK inh 1%, Integrin act MD 31%, TRPV1 agonist 4, MLL CXXC-DNA inh -19%, KCNH2 3.1 block 10, A-T KAP1 phos 4% and FBPA coupling cs 3.
`Cc1nn(C)c(C)c1CNC(=O)Nc1cccc(Cl)c1` gave MBNL1-CUG inh -3%, hERG WT inh -1, ASM inhibitor 26%, GALK inh 0%, Integrin act MD -11%, TRPV1 agonist inconclusive, MLL CXXC-DNA inh -1%, KCNH2 3.1 block 6, A-T KAP1 phos 6% and FBPA coupling cs 2.
Screening N#Cc1nc(-c2ccc(OCc3ccc(Cl)cc3)cc2)oc1N1CCOCC1 returned MBNL1-CUG inh 1%, hERG WT inh 0, ASM inhibitor 0%, GALK inh 2%, Integrin act MD 20%, TRPV1 agonist 6, MLL CXXC-DNA inh -9%, KCNH2 3.1 block 1, A-T KAP1 phos 8% and FBPA coupling cs 2.
